Cdc25B inh: inhibitors of human Cdc25B phosphatase; P30305; recombinant Cdc25B, OMFP fluorescence Ex485/Em525; inhibition, %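 (compounds tested at 10 µM final in the well)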; actives 0.1% (n = 65,000); AID 368; in the data active means inhibition above about 50%
PKA kinase inh: blocks human protein kinase A activity; inhibition, % at 6 µM; AID 524; P17612; actives 0.1% (n = 65,000); PKA Kemptide phosphorylation, Kinase-Glo ATP luminescence;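 active means inhibition above the screen-wide mean inhibition plus 3 SD, cut at about 21% in these data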; further: many of its hits are not listed in these tables
Jurkat viability: reduces viability or proliferation of Jurkat cells; Jurkat E6.1 viability, ATP luminescence, 48 h; inhibition, % at 4 µM; actives 1.2% (n = 56,000);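 active means inhibition above the mean inhibition of all tested compounds plus 3 SD, cut at about 28% in these data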
HEK293 NFkB inh: lowers PMA/ionomycin-induced NF-kB signal in HEK293 cells; HEK-293 NF-kB luciferase reporter, luminescence; inhibition, % at 3 µM; actives 0.21% (n = 62,000); AID 465;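 active means inhibition above the mean of all tested compounds plus 3 SD, cut at about 40% in these data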;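 further: 0% = stimulated DMSO wells and 100% = 10 µM reference inhibitor 5653914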
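System – HEK-293 cells with stable firefly luciferase reporter driven by four HIV NF-kB elements · Doses – one dose, 3 µM · Schedule – 1 h compound pre-incubation, 16 h PMA/ionomycin at 37 °C · Technique – luminescence from luciferase substrate reagent · Measure – percent inhibition normalized per plate to DMSO and reference-inhibitor controls · Replicates – tested once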
MMP-13 inhibitor: MMP13 (human) collagenase inhibition. P45452. MMP-13 fTHP FRET cleavage, Mca fluorescence. inhibition, % at 4 µM. actives 0.07% (n = 65,000). AID 570;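 active means inhibition above the mean of compound-free control plate wells plus 3 SD, cut at about 14% in these data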;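 further: 0% = DMSO wells and 100% = wells with reference MMP-13 inhibitor after basal subtraction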
JNK3 blocker: blocks human JNK3 kinase activity. P53779. purified JNK3 kinase activity, HTS. inhibition, % at 8 µM. actives 0.61% (n = 60,000). AID 746; in the data active means inhibition above about 17%;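 further: 0% = DMSO and 100% = reference inhibitor; many of its hits are not listed in these tables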
ROCK2 inh: ROCK2 (human) kinase inhibition. purified ROCK2, Kinase-Glo ATP depletion luminescence. AID 604. inhibition, % at 6 µM. actives 0.35% (n = 60,000). O75116;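 active means inhibition above the screen-wide mean inhibition plus 3 SD, cut at about 18% in these data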;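 further: plate controls were DMSO wells for no effect and Y-27632 control wells after no-enzyme background subtraction for full effect; many of its hits are not listed in these tables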
DUSP1 inh: inhibitors of human MKP-1 phosphatase; actives 0.15% (n = 65,000); inhibition, %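 (compounds tested at a single concentration somewhere between 10 and 100 µM)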; AID 374; P28562; recombinant MKP-1, OMFP hydrolysis fluorescence;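 active means inhibition above about 50%, limit read from the data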;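 further: 0% = DMSO max control wells and 100% = wells with enzyme stopped by NaOH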
Target sequence (P28562 whole entry, looked up): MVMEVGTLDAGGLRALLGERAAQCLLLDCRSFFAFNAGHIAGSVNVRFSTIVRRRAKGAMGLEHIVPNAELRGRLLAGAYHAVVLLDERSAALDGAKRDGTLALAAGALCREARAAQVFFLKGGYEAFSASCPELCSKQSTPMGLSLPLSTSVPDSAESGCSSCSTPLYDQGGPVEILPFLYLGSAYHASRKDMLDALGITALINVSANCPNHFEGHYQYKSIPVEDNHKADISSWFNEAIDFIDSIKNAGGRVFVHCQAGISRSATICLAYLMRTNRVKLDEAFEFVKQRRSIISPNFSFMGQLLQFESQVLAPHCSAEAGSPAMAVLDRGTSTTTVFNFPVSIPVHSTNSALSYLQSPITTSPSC
TNAP act mid DEA: activators of human TNAP at intermediate phosphate acceptor; P05186; purified TNAP, CDP-star luminescence, 100 mM DEA, 30 min; stronger effect = higher value; scale: 0 levamisole-inhibited, 1 vehicle-only enzyme; activation factor at 20 µM; 64,000 tested, under 10 active;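 active means activation factor of at least 2 at 20 µM, relative to controls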
Target sequence (P05186 whole entry, looked up): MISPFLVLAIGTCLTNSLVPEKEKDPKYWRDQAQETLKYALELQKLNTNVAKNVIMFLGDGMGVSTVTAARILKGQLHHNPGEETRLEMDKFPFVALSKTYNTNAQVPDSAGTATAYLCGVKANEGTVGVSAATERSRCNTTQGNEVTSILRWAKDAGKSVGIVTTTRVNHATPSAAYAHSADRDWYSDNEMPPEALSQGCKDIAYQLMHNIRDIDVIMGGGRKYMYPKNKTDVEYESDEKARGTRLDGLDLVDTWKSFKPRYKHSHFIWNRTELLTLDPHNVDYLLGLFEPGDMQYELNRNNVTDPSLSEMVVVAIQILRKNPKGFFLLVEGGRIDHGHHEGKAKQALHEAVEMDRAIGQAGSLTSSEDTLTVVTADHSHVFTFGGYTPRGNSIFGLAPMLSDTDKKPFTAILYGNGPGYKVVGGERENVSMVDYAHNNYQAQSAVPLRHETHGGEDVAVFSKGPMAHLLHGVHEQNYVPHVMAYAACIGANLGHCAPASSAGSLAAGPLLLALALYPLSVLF
* marks the source's active call; other numbers are inactive results; . = not tested or not shown; [ ] = dose if it differs, or a comment.

SMILES	Cdc25B inh	PKA kinase inh	Jurkat viability	HEK293 NFkB inh	MMP-13 inhibitor	JNK3 blocker	ROCK2 inh	DUSP1 inh	TNAP act mid DEA
C=C(C)Cn1c(SCC(=O)NCc2ccco2)nc2sc3c(c2c1=O)CCC3	-1	2	-4	6	0	7	2	-3	0.9
O=S(=O)(Cc1ccccc1)NCC1CCCO1 (configuration not stated)	0	9	0	16	2	-4	8	0	1
O=C(OC1CCOC1=O)c1ccc(S(=O)(=O)N2CCCCCC2)cc1 (configuration not stated)	-1	7	0	21	3	5	0	-4	0.9
Cn1c(=O)cc(SCC(=O)NCCCN2CCN(c3ccccc3F)CC2)c2ccccc21	2	-5	4	6	-5	-6	-2	10	0.9
COc1ccc(C)cc1NC(=O)C1CCCN1C(=O)OCc1ccccc1 (configuration not stated)	-5	4	0	21	1	2	2	8	.
CCOC(=O)C1=C(C)S/C(=C\N(C)C)C1=O	-2	7	-7	-8	-8	6	3	7	0.9
COC(=O)c1ccccc1NC(=O)CN1CCN(C23CC4CC(CC(C4)C2)C3)CC1	-6	3	8	-1	4	11	-4	-13	0.9
CN1C(=O)C(O)(CC(=O)c2ccc3c(c2)OCO3)c2ccccc21 (configuration not stated)	4	7	-8	10	1	-2	0	8	0.9
CCCCOc1ccccc1C1NC(=O)NC(C)=C1C(=O)OCc1ccco1 (configuration not stated)	-2	-5	7	2	4	-7	0	7	1
CC(C)c1nc(N2CCOCC2)c(C#N)c2c1CCCC2	-2	6	2	9	-24	2	5	-6	1
COc1ccc(CCNC(=O)CSc2nnc(CNC(=O)c3ccco3)o2)cc1OC	-8	3	.	17	5	.	.	-6	1
CCOC(=O)c1oc2c(C)c(O)ccc2c(=O)c1-c1nncn1-c1ccccc1	-3	6	7	0	6	-6	0	4	0.9
COc1cccc(/C=N/n2c(C)nc3ccccc3c2=O)c1O	5	11	-3	-6	0	3	-7	-23	1
CCOC(=O)C1CCN(C(=O)c2sc3nc(-c4ccccc4)cn3c2C)CC1	-15	-1	2	10	-1	-4	0	21	0.9
COc1cc2c(cc1OC)C(c1ccccc1)N(C(=O)c1ccco1)CC2 (configuration not stated)	-15	8	10	8	-1	3	7	2	1
CC(C)(NO)/C(=N/O)c1ccc(Br)cc1	-4	6	0	18	4	10	9	3	1
O=C(NCCCN1CCOCC1)c1cc2ccccc2oc1=O	1	10	0	8	-11	3	6	-4	0.9
O=C(NC1CCCCCC1)C1C2C=CC3(CN(Cc4cccnc4)C(=O)C13)O2 (configuration not stated)	-11	6	-1	6	4	-3	2	3	1
CCn1c(SCC(=O)c2ccc(C)cc2)nnc1-c1ccoc1C	6	8	-1	-24	-2	3	0	-11	0.8
CCCn1c(CCC(=O)O)ccc1-c1ccc(OC)cc1	4	1	2	5	-34	1	-3	42	0.9
Cc1ccc(S(=O)(=O)N(C)CC(=O)Nc2ccncc2)cc1	1	10	6	7	1	-10	9	12	1
COc1cccc(CN2CCCC(C(=O)N3CCCCC3)C2)c1OC (configuration not stated)	-3	8	-4	16	-1	3	7	-7	1
CCCOc1ccc(/C(O)=C2\C(=O)C(=O)N(CCCN(C)C)C23C(=O)N(C)c2ccccc23)cc1 (configuration not stated)	-1	2	-3	2	-2	1	2	-16	0.9
O=C(CCN1C(=O)C2CC=CCC2C1=O)N1CCN(c2ccccn2)CC1 (configuration not stated)	19	-5	2	3	-23	-6	-1	10	1
CCCOC(=O)CCNc1n[nH]c(=O)[nH]c1=O	4	1	5	11	-4	3	6	15	0.9
COc1ccc(-c2nnc(CSc3nnc(-c4ccncc4)n3C3CCCCC3)o2)cc1OC	18	-11	4	8	1	-3	0	29	0.9
Cc1cc(NC(=O)CN2CCC(O)(c3cccc(F)c3)CC2)no1	-17	10	-8	12	-2	3	4	-16	0.8
COc1ccc(-n2nc3ccccc3n2)cc1	-10	6	9	-4	4	14	8	-24	0.9
CCC(C)NC(=O)CSc1nnc(-c2ccc(C(C)(C)C)cc2)n1C (configuration not stated)	-13	6	0	6	0	-4	1	2	1
Cn1c(=O)oc2cc(S(=O)(=O)NCCC(=O)N3CCc4ccccc43)ccc21	-6	2	8	12	-2	1	4	8	0.9

Continued; it opens with the four that closed the last part.
SMILES	Cdc25B inh	PKA kinase inh	Jurkat viability	HEK293 NFkB inh	MMP-13 inhibitor	JNK3 blocker	ROCK2 inh	DUSP1 inh	TNAP act mid DEA
Cc1cc(NC(=O)CN2CCC(O)(c3cccc(F)c3)CC2)no1	-17	10	-8	12	-2	3	4	-16	0.8
COc1ccc(-n2nc3ccccc3n2)cc1	-10	6	9	-4	4	14	8	-24	0.9
CCC(C)NC(=O)CSc1nnc(-c2ccc(C(C)(C)C)cc2)n1C (configuration not stated)	-13	6	0	6	0	-4	1	2	1
Cn1c(=O)oc2cc(S(=O)(=O)NCCC(=O)N3CCc4ccccc43)ccc21	-6	2	8	12	-2	1	4	8	0.9
CN(CC(=O)NCc1ccco1)S(=O)(=O)c1cccc2cccnc12	-1	4	-12	8	-27	-4	1	-2	0.9
O=C(Nc1cccc(Cl)c1)N(CCCN1CCOCC1)Cc1ccccc1F	-3	7	1	16	5	-2	6	-5	0.9
Cc1ccc(C)c(N(C)S(=O)(=O)c2cccc3nsnc23)c1	-16	-2	.	10	-2	.	.	7	0.9
CCOP(=O)(c1ccccc1)c1nc(-c2ccccc2C)oc1N1CCCCC1 (configuration not stated)	17	0	.	.	-12	5	-12	-14	0.9
CCN(CC)c1ccc(C2C(C(=O)OC)=C(C)NC(C)=C2C(=O)OC)cc1	-5	19	-8	12	3	0	4	-2	0.9
CCOC(=O)c1cccc(NC(=O)CNS(=O)(=O)c2cccs2)c1	4	7	.	12	3	.	.	5	0.8
CC(C)(C)NS(=O)(=O)c1ccc(CCC(=O)O)cc1	-4	-1	0	15	2	-4	4	1	0.9
Cc1oc(C(=O)O)cc1CSCc1cc(C(=O)O)c(C)o1	-3	4	-2	6	-2	2	4	-1	0.8
CN(C)c1nc(N2CCOCC2)nc(N(c2ccccc2)c2ccccc2)n1	6	-2	9	18	4	-6	-3	19	1
COCCn1c(SCC(=O)NCc2ccco2)nc2cccnc21	-14	-5	5	4	0	0	-4	23	0.8

Two of these compounds, set out differently:
canonical_smiles: CCOP(=O)(c1ccccc1)c1nc(-c2ccccc2C)oc1N1CCCCC1 (configuration not stated)
- Cdc25B inh: 17
- PKA kinase inh: 0
- Jurkat viability: .
- HEK293 NFkB inh: .
- MMP-13 inhibitor: -12
- JNK3 blocker: 5
- ROCK2 inh: -12
- DUSP1 inh: -14
- TNAP act mid DEA: 0.9
canonical_smiles: CCN(CC)c1ccc(C2C(C(=O)OC)=C(C)NC(C)=C2C(=O)OC)cc1
- Cdc25B inh: -5
- PKA kinase inh: 19
- Jurkat viability: -8
- HEK293 NFkB inh: 12
- MMP-13 inhibitor: 3
- JNK3 blocker: 0
- ROCK2 inh: 4
- DUSP1 inh: -2
- TNAP act mid DEA: 0.9

The results go on:
SMILES	Cdc25B inh	PKA kinase inh	Jurkat viability	HEK293 NFkB inh	MMP-13 inhibitor	JNK3 blocker	ROCK2 inh	DUSP1 inh	TNAP act mid DEA
CCCn1nnnc1SCC(=O)Nc1ccc(F)cc1	-19	-5	-4	5	8	-9	-7	15	0.9
Cc1cccc(NC(=O)c2cc3ccccc3o2)c1	-7	4	9	-41	-15	1	-1	-8	0.9
CC(C)CCn1c(CN2CC(C)OC(C)C2)nc2c1c(=O)n(C)c(=O)n2C (configuration not stated)	0	4	1	1	9	2	-1	18	0.9
COc1ccc(CN2CCNC(=O)C2CC(=O)O)cc1OC (configuration not stated)	1	9	-4	12	-43	-3	5	4	0.9
CC(NC(=O)c1ccco1)C(c1cccs1)N1CCN(c2ccccc2F)CC1 (configuration not stated)	-14	-2	3	11	2	-8	-7	8	.
O=c1c2ccccc2nc2n1CCCS2	-7	4	4	14	-2	9	5	13	1
CC(C)(C)C1CCc2c(sc3c2C(=O)NC(c2ccco2)N3)C1 (configuration not stated)	-13	8	3	-19	-2	5	12	11	0.8
C=CCn1cc(C(=O)OC)c(=O)c2cc(S(=O)(=O)N3CCC(C)CC3)ccc21	-7	4	-3	-2	-2	4	7	13	0.9
CCOC(=O)Cn1nnnc1C(C(C)C)N(Cc1cc2c(C)cc(C)cc2[nH]c1=O)C1CCCC1 (configuration not stated)	-8	8	-3	14	-6	-2	2	8	0.8
Cc1noc(C)c1CSCC(=O)OCC(=O)NC1CCCCC1	-14	6	.	15	0	.	.	-5	1
Oc1ccc(C=Nc2ccc(N3CCOCC3)cc2)c(O)c1	-4	-7	8	11	7	-3	-2	7	0.9
CCOC(=O)C1Cc2c([nH]c3ccccc23)C(C)N1 (configuration not stated)	-19	6	.	.	-4	1	5	-14	0.9
COc1ccc(CNC(=O)CSc2ncn[nH]2)cc1	25	5	-6	18	1	0	3	4	0.8
Cc1cc(C(=O)NCc2ccccc2F)cs1	7	9	1	11	0	4	4	24	1.1
CCOc1ccc(-c2nc(C#N)c(N3CCN(C)CC3)o2)cc1	-3	1	8	16	-92[fluorescence artefact?]	-2	-5	6	0.9
O=C(NCC(=O)N(Cc1cccs1)C(C(=O)NC1CCCC1)c1ccncc1)c1ccco1 (configuration not stated)	7	9	7	9	5	5	2	28	0.9
COc1ccc(-c2cc(C(=O)NCc3ccccc3)no2)cc1OC	-5	8	1	-8	-2	-1	6	1	0.9
Cc1sc(NC(=O)c2cccs2)nc1-c1ccccc1	-8	-2	9	-6	8	3	-1	-1	0.9
CN(C)c1[nH]c(=O)c(C#N)c2c1CCN2Cc1ccccc1	-15	12	5	17	-1	0	9	20	0.9
CN(c1cccc(NC(=O)Cc2ccccc2)c1)S(C)(=O)=O	-9	5	0	15	-1	4	9	17	0.9
CCOc1ccccc1NC(=O)c1ccccc1-c1nc(-c2ccccc2)no1	-5	1	7	19	3	5	0	-39	0.9
CC1Cc2ccccc2N1C(=O)c1ccc2c(c1)nnn2C (configuration not stated)	-4	-7	-2	8	9	3	-4	4	0.9
Cc1nnc(SCC(=O)N2CCN(S(=O)(=O)c3ccc(Cl)cc3)CC2)[nH]c1=O	-19	7	-5	15	0	0	3	-1	0.9
Cc1cc(C)nc(SCc2nnc(SCC(=O)Nc3cc(C(F)(F)F)ccc3Cl)o2)n1	-17	1	-1	24	-1	0	1	-7	1.2
CCOC(=O)C1CCN(S(=O)(=O)c2ccc(-c3nc4ccccc4s3)s2)CC1	2	7	-4	-8	-8	-1	6	30	0.9
Cc1cc(=O)oc2ccc(OCC(=O)N3CCc4ccccc43)cc12	10	4	.	.	-6	-6	5	-11	0.9
Cc1ccc(-c2nc(-c3cccnc3)no2)c(C)c1	-15	7	-4	-43	10	-3	11	-2	0.9
Cc1ccc(C)c(Cn2c(=O)n(CCC(=O)NCc3ccco3)c(=O)c3ccccc32)c1	1	-4	3	22	3	-5	-2	29	0.9
O=C(c1ccc(Cl)c(Cl)c1)N1CCOCC1	1	13	-2	13	6	-5	4	-5	0.9
Cc1ccc(-n2nc(-c3cccnc3)cc2C(=O)N2CCOCC2)c(C)c1	8	2	.	11	2	.	.	17	0.9
O=C(c1cccc(COc2ccc(Cl)cc2Cl)c1)N1CCN(c2ccccn2)CC1	-13	6	-2	-47	-2	4	2	30	0.9
CCOC(=O)c1ccc(-n2c(C)nc3c(cnn3-c3ccccc3C)c2=O)cc1	-8	4	-5	16	8	-4	0	-7	0.8
Cn1c(NCC(O)c2ccccc2)nc2c1c(=O)n(Cc1ccc(Cl)cc1)c(=O)n2C (configuration not stated)	22	-1	.	.	0	-7	0	-14	0.9
COc1ccc(Cl)c(NC(=O)Cn2nnc(-c3ccccc3N)n2)c1	7	9	-1	-6	-1	1	3	22	0.8
CCN1CCN(C(=O)c2cn(CCOC)c(=O)c3c2c2ccccc2n3C)CC1	-17	6	3	13	-51	1	8	-2	0.9
